Source: PubChem BioAssay (National Center for Advancing Translational Sciences (NCATS))
mIDH1 inhibitor = blocks human mutant IDH1 R132H enzyme; IDH1-R132H enzyme, NADPH consumption, diaphorase/resazurin fluorescence; Potency, µM (top dose mostly 76.6 µM), for inactives: top-dose activity change, negative = inhibition, hits mostly inhibitors; 390,000 tested, 0.093% active; further: potency means the concentration at half of the fitted maximal effect; on the % scale 0 is the no-effect control and ±100 the full control effect; nearly all actives have a fitted effect of over 65% in size
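IDH1-R132H (0.5 ug/mL dispensed) in pH 7.5 Tris buffer was preincubated 30 min with compound, then given a substrate mix of 0.016 mM NADPH and 2 mM alpha-KG for 80 min at room temperature; remaining NADPH was read by diaphorase/resazurin fluorescence.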
rTrxR1 inhibitor = blocks rat thioredoxin reductase 1. O89049. recombinant rTrxR1, NADPH fluorescence consumption, selenite substrate. Potency, µM (highest dose often 114 µM), without a hit: at the top dose activity change, negative = inhibition, actives largely listed as inhibitors. 390,000 tested, 1% active. AID 588453; further: potency means the concentration at half of the fitted maximal effect; on the % scale 0 is the no-effect control and ±100 the full control effect; nearly all actives have a fitted effect of over 65% in size
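Rat TrxR1 (90 nM in the dispensed reagent) was pre-reduced with 400 uM NADPH for 5 min at room temperature, then incubated with compound for 15 min. After 400 uM selenite was added, NADPH fluorescence (Ex 340/Em 450 nm) was followed for 8 min.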
USP1-UAF1 inh = blocks the human USP1/UAF1 deubiquitinase complex. O94782. recombinant USP1/UAF1, Ub-Rhodamine cleavage fluorescence. Potency, µM (titrated, usually from 57.1 µM), for the others: top-dose activity change, negative = inhibition, hits mostly inhibitors. 390,000 tested, 0.23% active. AID 743255; further: potency means the concentration at half of the fitted maximal effect; on the % scale 0 is the no-effect control and ±100 the full control effect; nearly all actives have a fitted effect of over 60% in size; inactives centre near -12
Target sequence (O94782 whole entry, looked up): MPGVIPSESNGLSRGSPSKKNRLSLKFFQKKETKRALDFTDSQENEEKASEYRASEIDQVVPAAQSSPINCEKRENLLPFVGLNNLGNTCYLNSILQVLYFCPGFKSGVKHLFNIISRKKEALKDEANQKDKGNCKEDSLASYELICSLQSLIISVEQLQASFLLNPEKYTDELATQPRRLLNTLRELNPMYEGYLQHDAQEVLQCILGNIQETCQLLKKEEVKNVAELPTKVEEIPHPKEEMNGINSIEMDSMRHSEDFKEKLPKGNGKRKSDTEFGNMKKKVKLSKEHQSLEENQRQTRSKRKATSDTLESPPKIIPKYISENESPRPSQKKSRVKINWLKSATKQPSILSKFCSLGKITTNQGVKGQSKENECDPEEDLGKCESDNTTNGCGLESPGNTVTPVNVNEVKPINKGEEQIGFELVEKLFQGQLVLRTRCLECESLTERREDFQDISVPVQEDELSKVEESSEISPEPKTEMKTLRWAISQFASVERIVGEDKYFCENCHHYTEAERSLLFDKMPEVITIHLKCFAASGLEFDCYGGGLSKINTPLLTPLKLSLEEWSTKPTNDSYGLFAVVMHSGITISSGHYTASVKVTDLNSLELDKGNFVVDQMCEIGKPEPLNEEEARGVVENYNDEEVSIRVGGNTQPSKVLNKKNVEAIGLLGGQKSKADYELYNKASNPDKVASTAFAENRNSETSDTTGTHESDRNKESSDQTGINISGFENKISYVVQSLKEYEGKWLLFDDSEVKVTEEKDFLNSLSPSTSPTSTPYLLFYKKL
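USP1/UAF1 complex at 1 nM was preincubated with compound for 15 min at room temperature, then Ub-Rho substrate (150nM final) was added. Fluorescence (480/540 nm) was read kinetically, 6 reads every 60 seconds.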
GRP78 ERSR act = ER stress response induction in glioma. U87-MG GRP78 promoter luciferase reporter, 16 h. Potency, µM, for inactives: at the top dose activation, hits mostly activators. 420,000 tested, 0.02% active. AID 602332; further: potency means the concentration at half of the fitted maximal effect; series mostly up to about 76 µM; % of control where 0% means no effect; nearly all actives have a fitted effect of over 35% in size
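ERSR induction read as luciferase luminescence (Bright-Glo, 10 min at room temperature) in stably transfected human U87-MG glioma cells exposed to compounds for 16 h, using GRP78 as sensor.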
RGS4 inh = human RGS4 inhibition. P49798. Transcreener GDP fluorescence polarization, RGS4-accelerated GTP hydrolysis. Potency, µM (series often up to 114 µM), for the others: top-dose activity change, negative = inhibition, hits mostly inhibitors. 390,000 tested, 0.039% active. AID 504845; further: potency means the concentration at half of the fitted maximal effect; on the % scale 0 is the no-effect control and ±100 the full control effect; nearly all actives have a fitted effect of over 75% in size; some results filed as inactive show a strong effect at the top dose
Target sequence (P49798 whole entry, looked up): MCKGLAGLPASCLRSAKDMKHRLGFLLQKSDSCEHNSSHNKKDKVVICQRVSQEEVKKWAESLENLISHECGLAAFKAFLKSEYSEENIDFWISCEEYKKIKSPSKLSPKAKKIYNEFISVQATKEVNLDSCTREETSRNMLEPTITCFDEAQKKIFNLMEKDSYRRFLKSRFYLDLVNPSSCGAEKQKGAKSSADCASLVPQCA
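MLSMR compounds (23 nl, pin-transferred) preincubated 10 min at room temperature with a 500nM (2x) first reagent, then RGS4 at 900nM (2x) plus Transcreener GDP mix added; fluorescence polarization (620/688 nm) read before and after 90 min at 30 °C.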
TrxR1 substrate = rat thioredoxin reductase 1 substrate activity | O89049 | purified TrxR1 substrate turnover, NADPH consumption readout | Potency, µM (highest dose often 114 µM), for the others: top-dose activity change, negative = substrate turnover | 390,000 tested, 0.01% active | AID 588456; further: potency means the concentration at half of the fitted maximal effect; on the % scale 0 is the no-effect control and ±100 the full control effect; nearly all actives have a fitted effect of over 50% in size
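Rat TrxR1, dispensed at 90 nM, was prereduced with 400 uM NADPH (final) for 5 min at ~22 deg C, then incubated with compound 15 min before 400 uM selenite. A first-read NADPH fluorescence drop versus no-compound background flagged substrates.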
Vif-A3F inh = inhibitors of Vif-A3F interaction; HeLa A3F-eYFP + Vif (tagged APOBEC3F with the HIV-1 protein that degrades it), YFP fluorescence increase; Potency, µM (titrated, usually from 46.1 µM), for inactives: top-dose activity, negative = active; 390,000 tested, 0.2% active; AID 602313; further: potency means the concentration at half of the fitted maximal effect; % of control where 0% means no effect; nearly all actives have a fitted effect of over 65% in size
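HeLa cells stably expressing Vif plus C-terminally eYFP-tagged A3F were seeded, incubated overnight at 37 deg C, dosed with compound, incubated overnight again at 37 deg C. Yellow fluorescence (Ex 488/Em 500-530) reported blocked Vif-mediated A3F-eYFP degradation.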
Vif-APOBEC3G blk = blocks the Vif interaction with human APOBEC3G. Potency, µM (top dose mostly 46.1 µM), inactives show at the top dose activity, negative = active, usual class: inhibitors. 410,000 tested, 0.076% active. HeLa A3G-eYFP + Vif (tagged APOBEC3G with the HIV-1 protein that degrades it), YFP fluorescence, overnight. Q9HC16. AID 602310;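 further: potency means the concentration at half of the fitted maximal effect; on the % scale 0 is the no-effect control and ±100 the full control effect; nearly all actives have a fitted effect of over 60% in size; hits raise eYFP signal because A3G escapes Vif-driven loss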
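Read-out is eYFP fluorescence (Ex 488/Em 500-530) from Vif-expressing HeLa A3G-eYFP cells; more signal means A3G escaped Vif-mediated degradation. Cells plated overnight, compound pinned in, incubated overnight at 37 deg C.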
LDHA block = inhibitors of human lactate dehydrogenase A | P00338 | purified LDHA, NADH/diaphorase-resazurin fluorescence; active compounds read low | activity change, % (values are at about 110 or 230 µM) | 480,000 tested, 0.15% active; in the data active means activity change below about -30%; inconclusive means mostly about -25% to -30%;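 further: plate controls were DMSO wells for no effect and wells without enzyme for full effect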
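Human LDH5 (2 nM) was incubated with 0.06 mM NADH and 0.2 mM pyruvate for 5 min at room temperature in Tris pH 7.4. Remaining NADH was coupled through diaphorase/resazurin, and resorufin fluorescence was read at 0 and 20 min.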
Starred values were filed as active, the others as inactive; u = inconclusive; x = not tested or not shown; & = joins results of further samples; [ ] = dose if it differs, or a comment. Unless noted, the call rests on the fitted dose curve; in most records, active means well fitted curve in the direction sought with a large enough effect; inconclusive means small, poorly fitted or top-dose-only effect, or another doubt; inactive means no such curve, though single readings can be large; an effect the other way counts as inactive or inconclusive.

smiles	mIDH1 inhibitor	rTrxR1 inhibitor	USP1-UAF1 inh	GRP78 ERSR act	RGS4 inh	TrxR1 substrate	Vif-A3F inh	Vif-APOBEC3G blk	LDHA block
CC(C)OCC1CC(CC(=O)NC(=S)Nc2cccc([N+](=O)[O-])c2)C(=O)O1 (stereo not given)	7%	-19%	-10%	-2%	0%	-5%	4%	-2%	2
Cc1ccc(-n2ncc3c(NC4CCCCC4)ncnc32)cc1C	-9%	1%[57.1 µM]	-27%	-2%	24%	-1%[57.1 µM]	1%	2%	2&-6
Cc1c(N2C(=O)C(=O)/C(=C(/O)c3ccccc3)C2c2ccc(F)cc2)c(=O)n(-c2ccccc2)n1C (stereo not given)	2%	-12%	-9%	-2%	16%	-18%	-2%	0%	2
COc1ccc([N+](=O)[O-])cc1C(=O)Nc1ccc(OCC(=O)N2CCOCC2)cc1	0%	-10%	-7%	-1%	7%	-6%	5%	1%	-1
O=C(NCc1ccccc1)C(c1ccncc1)N(C(=O)c1csnn1)C1CC1 (stereo not given)	3%	-2%[57.1 µM]	-15%	-3%	-40%	11%[57.1 µM]	1%	-4%	-1
CCCCN(C(=O)c1sc2nc3n(c(=O)c2c1C)CCC3)c1c(N)n(CC(C)C)c(=O)[nH]c1=O	-3%	9%	-21%	-4%	0%	2%	-2%	-1%	-1
CS(=O)(=O)N(CCc1ccccc1)CC(=O)N1CCN(c2ccccc2F)CC1	3%	2%	1%	-5%	32%	1%	1%	0%	3
CN1CCSc2ccc(C(=O)NCc3cccc(Br)c3)cc21	-1%	44%	-17%	2%	-7%	70%[activator][57.1 µM]	-7%	-1%	-6
COc1ccc(S(=O)(=O)N2c3ccccc3OCC2c2ccccc2)cc1 (stereo not given)	11%	3%	-12%	-7%	34%	-7%	-12%	-20%	-4
CCc1cccc(C)c1NC(=O)Nc1csc2c1CCCC2	-15%	42%[activator]	7%	-3%	12%	7%	5%	1%	-4
COc1ccc(C(=O)Nc2cccc(/C=C(\CCC(=O)O)c3nc4ccccc4s3)c2)cc1	-7%	u	-27%	-1%	-21%[11.4 µM]	-2%	-3%	-4%	-14
CC1(C)C(=O)Nc2ccccc2N1C(=O)CN1C(=O)c2ccccc2C1=O	4%	3%	-13%	-5%	24%	-1%	x	-5%	-8
Cc1cc(-c2ccc([N+](=O)[O-])cc2)cc(C)n1	-5%	-1%	-3%	2%	-8%	-4%	1%	2%	-8
Cc1ccc(CNC(=O)CN(C(=O)C2(C)CC(=O)N=C3C=CC=CN32)c2cccc(C)c2C)cc1 (stereo not given)	4%	-21%	-17%	-2%	1%	292%[activator]	1%	-2%	-7
Cc1ccc(NC(=S)N=Nc2c(O)[nH]c3ccccc23)cc1	-2%	10%	-12%	3%	-15%	6%[57.1 µM]	u	u	-5
CCOC(=O)c1ccc(NC(=S)N2CCC(C(N)=O)CC2)cc1	13%	-1%	-4%	7%	-6%	3%	0%	-3%	-7
CCC1CCc2c(sc(NC(=O)c3ccoc3C)c2C(N)=O)C1 (stereo not given)	4%	u	-9%	u	-2%	16%	6%	-18%	2
O=C(O)c1ccc(Cl)c(NCc2ccncc2)c1	3%	9%[57.1 µM]	-8%	-2%	-14%	-10%	2%	0%	-2
Cc1ccccc1N1CC(C(=O)Nc2ccc(Br)cc2)CC1=O (stereo not given)	2%	3%	-23%	-1%	-17%	-6%[11.4 µM]	-2%	0%	0
CCOC(=O)c1c(-c2ccccc2)nc2cc(C)ccn12	7%	15%	-4%	6%	12%	4%	-14%	0%	-9
O=[N+]([O-])c1ccc(O)c(/C=N/NC(=S)Nc2ccc(Cl)cc2Cl)c1	9%	3%	-1%	0%	-36%	-4%	u	-6%	3
O=S(=O)(/N=C(/Nc1ccccc1F)c1ccccc1)c1ccccc1	3%	9%[57.1 µM]	-9%	-4%	38%	6%[57.1 µM]	2%	-6%	-11
O=C(c1cccc(S(=O)(=O)N2CCN(c3ccc(F)cc3)CC2)c1)N1CCCCCCC1	4%	-11%	-11%	-6%	-21%	-10%	0%	5%	-3
COc1cccc(-c2ccc(NC(=O)C3CCCN(CCCn4nc(C)cc4C)C3)cc2)c1 (stereo not given)	1%	-13%	-19%	5%	24%	-8%	-2%	0%	-3
C[C@@H]1CN([C@H](C)CO)C(=O)c2cc(NC(=O)Cc3cn(C)c4ccccc34)ccc2O[C@H]1CN(C)S(=O)(=O)c1ccc(F)cc1	2%	6%[57.1 µM]	-16%	-1%	22%	5%[57.1 µM]	7%	-10%	-6
CCCCc1cc(=O)oc2cc(OCC(=O)N(CC)CC)ccc12	9%	20%[57.1 µM]	-7%	-1%	13%	25%[57.1 µM]	-1%	1%	-4&1
N=C(SC1CC(=O)N(c2ccc(F)cc2)C1=O)N1N=C(c2ccccc2)CC1c1ccccc1 (stereo not given)	-6%	32%[57.1 µM]	-2%	-1%	18%	11%[57.1 µM]	-2%	2%	-9
O=C(COc1cccnc1[N+](=O)[O-])NCc1ccccc1	-12%	1%	-5%	-5%	31%	-1%	0%	0%	-3
Nc1c(S(=O)(=O)c2cccs2)c2nc3ccccc3nc2n1/N=C/c1cccc(O)c1	-11%	-19%[57.1 µM]	-22%	-13%	-2%[11.4 µM]	18%[57.1 µM]	10%	-1%	-12
CCc1ccccc1NC(=O)CN(C)C(=O)c1cccc(S(=O)(=O)N2CCCCCC2)c1	5%	10%	-8%	-5%	6%	-3%	1%	0%	-4
CC(=O)NC(c1cccs1)c1cc(F)c2cccnc2c1O (stereo not given)	x	4%	x	-3%	-19%	0%	10µM*	u	15
CSc1ccccc1-c1nnc(-c2ccc(Cl)cc2)o1	4%	17%[57.1 µM]	-6%	9%	-13%	12%[57.1 µM]	-9%	-8%	-5
O=C1OC(c2ccccc2)=NC12CC2c1ccc(Cl)cc1 (stereo not given)	3%	7.9µM*	-4%	-1%	-33%	-2%	-17%	-23%	-5
CC(NC(=O)COC(=O)c1ccccc1F)C1CC2CCC1C2 (stereo not given)	11%	9%	-19%	-1%	8%	-2%	9%	1%	-1
O=C(CSc1ccccc1)N[C@@H](Cc1ccccc1)C(=O)O	-5%	7%	9%	-3%	-29%	-2%	0%	-3%	-11
CCN(c1ccccc1)S(=O)(=O)c1ccc(OC)c(NC(=O)C2=NN(c3ccccc3)C(=O)CC2)c1	8%	-4%	-10%	-1%	-28%	3%	4%	-1%	1
CCCCOC(=O)C1CN(c2ccccc2)N=C1C(C)=O (stereo not given)	14%	20%[11.4 µM]	0%	-2%	u	-20%[11.4 µM]	6%	-1%	1
CCN(CC)S(=O)(=O)c1ccc2nnn(OCC(=O)Nc3cccc(C#N)c3)c2c1	8%	7%	-18%	-3%	6%	0%	1%	-2%	-1
O=C(CSc1nc2ccccc2n1Cc1cccc(C(F)(F)F)c1)NCc1ccccc1	9%	6%[57.1 µM]	u	-1%	-9%	-6%[57.1 µM]	-1%	3%	0
Cc1cc(C)n(CCNC(=O)c2cc(COc3c(F)cccc3F)on2)n1	-6%	-5%	-17%	2%	-5%	-6%	-10%	0%	-6
O=S(=O)(O)c1cc(O)c(N=Nc2ccc(O)cc2O)c2ccccc12	20%	-72%[57.1 µM]	u	-8%	-47%	-2%[2.29 µM]	2%	1%	29
CC(C)OCCCn1c(=O)c2ccccc2n2c(CCC(=O)NC3CCN(Cc4ccccc4)CC3)nnc12	12%	27%	-7%	-8%	11%	8%	2%	3%	-2
Cc1c(-c2nc(-c3ccccc3)no2)nnn1-c1ccc(F)c(Cl)c1	5%	9%[57.1 µM]	-24%	1%	-2%	-1%[57.1 µM]	2%	-2%	-4
Cc1cccc(S(=O)(=O)c2cn(Cc3ccccc3)c3cc(N4CCCC(C)C4)c(F)cc3c2=O)c1 (stereo not given)	-2%	15%	u	-1%	-18%	9%	8%	1%	-9
COc1ccc(S(=O)(=O)N2CCOCC2)cc1NC(=O)Cc1coc2cc(C)ccc12	3%	-3%	-18%	-2%	-10%	-4%	3%	-4%	-1

Looked up above:
GRP78 ERSR act with CC(C)OCCCn1c(=O)c2ccccc2n2c(CCC(=O)NC3CCN(Cc4ccccc4)CC3)nnc12 reads -8%
LDHA block with Cc1c(-c2nc(-c3ccccc3)no2)nnn1-c1ccc(F)c(Cl)c1 reads -4

Some of the compounds tested; count on the stated rates, not on these rows.
